TDP2 inh: TDP2 (human) inhibition, absorbance primary screen | recombinant TDP2, T5PNP hydrolysis, p-nitrophenol absorbance 415 nm | O95551 | inhibition, % at 12.8 µM | AID 720702 | actives 0.34% (n = 370,000);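 active = inhibition above the mean of all tested compounds plus 3 SD, set per campaign, cut at about 25% in these data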;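 note: 0% = DMSO with enzyme and 100% = buffer with substrate but no TDP2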
Target sequence (O95551 whole entry, looked up): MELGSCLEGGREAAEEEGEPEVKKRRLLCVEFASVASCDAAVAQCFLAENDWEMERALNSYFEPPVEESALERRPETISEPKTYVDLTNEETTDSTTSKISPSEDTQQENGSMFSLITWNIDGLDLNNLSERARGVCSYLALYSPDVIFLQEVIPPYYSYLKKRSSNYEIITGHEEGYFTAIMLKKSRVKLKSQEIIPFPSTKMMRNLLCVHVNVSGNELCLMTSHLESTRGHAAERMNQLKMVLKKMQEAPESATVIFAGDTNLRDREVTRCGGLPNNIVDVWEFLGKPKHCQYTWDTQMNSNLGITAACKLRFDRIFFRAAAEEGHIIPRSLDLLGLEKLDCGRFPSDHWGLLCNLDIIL
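Evaluation: % inhibition relative to enzyme-containing and enzyme-free wells. Material: recombinant human TDP2. Benchmarks: enzyme-free and DMSO wells. Timing: enzyme reaction with compound for 2 h at 37 °C. Compound dosing: 12.8 µM only. Measured by: p-Nitrophenol epi absorbance. Reagent: T5PNP substrate at 5 mM, a TopII-DNA adduct mimic. Replication: single well per compound.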
LEDGF integ inh: blocks HIV-1 LEDGF/p75-dependent DNA integration. inhibition, % at 3.7 µM. actives 0.64% (n = 370,000). AID 743269. TR-FRET IN-LEDGF/p75 DNA integration, Eu/Cy5;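 active = inhibition above the screen-wide mean plus 3 SD, cut at about 13% in these data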;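 note: signal is the Cy5 over europium emission ratio at 671 and 618 nm; 0% = plate median of compound wells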
NPR2 activator: GC-B (human) receptor activation; P20594; HEK293-GC-B cells, CNP EC30, cGMP TR-FRET; 0% at EC30 CNP, 100% saturating CNP; activation, % at 10 µM; actives 0.11% (n = 370,000);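 active = activation at 10 µM reaching about 35% in either raw or pattern-adjusted values, limit read from the data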
ABHD4 inh: inhibitors of mouse ABHD4. actives 0.54% (n = 370,000). Q8VD66. purified mABHD4, FP-Rh probe fluorescence polarization. inhibition, % at 8.92 µM;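 active = inhibition exceeding the mean over every tested compound plus 3 SD, cut at about 30% in these data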;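 note: 0% = plate median of compound wells and 100% = S159A mutant with DMSO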
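System: mouse ABHD4 enzyme, wild type / Medium: HEPES pH 7.0, NaCl, Pluronic buffer / Reagent: FP-Rh activity-based fluorescent probe / Control set: S159A mutant high control, sample median low control / Detection: fluorescence polarization with parallel and perpendicular emission, 525/598 nm / Schedule: 45 min + 60 min at 25 °C / Compound dosing: 8.92 µM, single dose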
HTRA1 inh: inhibitors of human serine peptidase HTRA1; Q92743; recombinant HTRA1, FP-rhodamine activity-based probe, fluorescence polarization; inhibition, % at 5.96 µM; actives 0.5% (n = 340,000); AID 504803; in the data active = inhibition above about 36%;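 note: 0% = enzyme with DMSO and 100% = wells lacking enzyme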
Target sequence (Q92743 whole entry, looked up): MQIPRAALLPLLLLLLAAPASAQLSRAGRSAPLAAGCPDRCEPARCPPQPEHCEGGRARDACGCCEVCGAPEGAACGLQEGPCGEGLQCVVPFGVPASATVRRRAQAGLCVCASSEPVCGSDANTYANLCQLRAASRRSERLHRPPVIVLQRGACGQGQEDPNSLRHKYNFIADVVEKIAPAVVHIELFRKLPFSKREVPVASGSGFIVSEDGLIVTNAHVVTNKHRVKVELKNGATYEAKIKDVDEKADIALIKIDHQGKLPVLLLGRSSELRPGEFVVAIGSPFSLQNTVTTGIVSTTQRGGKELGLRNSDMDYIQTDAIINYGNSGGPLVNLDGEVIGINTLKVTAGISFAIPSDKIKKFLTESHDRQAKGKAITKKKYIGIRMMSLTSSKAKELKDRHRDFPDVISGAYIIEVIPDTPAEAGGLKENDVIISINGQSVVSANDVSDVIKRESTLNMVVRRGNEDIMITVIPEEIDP
TCR-CD3 inh: inhibitors of human TCR-CD3 interaction; inhibition, % at 9.4 µM; actives 0.37% (n = 360,000); TAMRA-labeled TCR probe fluorescence, biochemical; in the data active = inhibition above about 19%;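 note: recombinant mutant TCR 2C K166C tagged with TAMRA read by polarization; 0% = receptor in buffer alone and 100% = receptor with positive control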
PRMT1 inh: inhibitors of human PRMT1. Q99873. recombinant PRMT1, activity-based probe fluorescence polarization. inhibition, % at 2.79 µM. actives 1.3% (n = 370,000). AID 652257;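 active = inhibition above about 21% made by adding two undisclosed values, limit read from the data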
MBD2 DNA inh: MBD2-methylated oligo binding inhibition. Q9UBB5. TR-FRET, MBD2 binding to methylated oligonucleotide. inhibition, % at 4.4 µM. actives 0.31% (n = 370,000); in the data active = inhibition above about 13%
rCAG binder: molecules binding r(CAG) RNA repeats | r(CAG) RNA repeat, TO-PRO-1 dye displacement fluorescence | inhibition, % at 3 µM | actives 1.3% (n = 370,000) | AID 651821;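 active = inhibition above the plate cutoff, the mean of all test compounds on that plate plus 3 SD, cut at about 35% in these data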;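 note: 0% = DMSO alone and 100% = 100 µM mitoxantrone as full dye displacement; higher means more dye released from RNA so lower well fluorescence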
SIAE primary: blocks human sialic acid acetylesterase; Q9HAT2; SIAE FP-Rh probe binding, fluorescence polarization; inhibition, % at 9.66 µM; actives 0.69% (n = 370,000);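 active = inhibition above a cutoff: mean of compounds within the control limits plus 3 SD of those, cut at about 17% in these data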;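 note: 0% = plate median of compound wells and 100% = probe without SIAE protein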
An asterisk follows results filed as active; . = not tested or not shown; & = joins results of further samples. This is a subset; the hit share may differ from the screen's.

SMILES	TDP2 inh	LEDGF integ inh	NPR2 activator	ABHD4 inh	HTRA1 inh	TCR-CD3 inh	PRMT1 inh	MBD2 DNA inh	rCAG binder	SIAE primary
O=C(NCc1cccnc1)c1ccc(COc2cccc3ccccc23)o1	-5	1	-2	-11	-28	-2	13	3	8	2
CCOc1ccccc1C(=O)NCC(=O)N(C)Cc1ccccc1C	18	1	-8	-2	-2	1	-4	-1	-2	-4
Cc1nc(-c2ccc(C(=O)N3CCCC3)cc2)cs1	-11	-4	0	-10	-2	1	5	10	-1	-4
COc1ccc2nc(Nc3nc(CSc4nnnn4-c4ccccc4)cc(=O)[nH]3)nc(C)c2c1	-2	0	5	-2	2	-2	0	-5	0	8
N#Cc1nc(-c2ccco2)oc1N1CCCC1	-11	-4	-6	3	-7	2	4	7	0	-2
CCOc1ccc(-c2cc(C(=O)NCC3CCCO3)c3ccccc3n2)cc1 (stereo not given)	1	-4	2	-5	-7	7	-2	-2	-1	-4
Cc1ccc(-n2ncc(C(=O)N3CCc4ccccc4C3)c2NC(=O)c2ccco2)cc1C	4	0	4	2	-9	4	2	2	-3	-5
CCOC(=O)c1oc2cc(OCC(N)=O)ccc2c(=O)c1-c1ccc(OC)c(OC)c1	-1	-1	0	-2	-1	7	0	5	-4	5
CN1C(=O)CSc2ccc(NC(=O)N3CCc4ccccc43)cc21	0	1	-3	0	-15	0	0	9	7	0
Cc1cc(C)c(C)c(S(=O)(=O)N2CCN(C)CC2)c1C	-5	-2	1	-7	1	-2	4	4	-6	-9
Cc1cc(N2CCCC2=O)cc(C)c1CN1C(=O)c2ccccc2C1=O	6	1	1	-4	5	2	-4	0	-4	-5
COc1cc2c(cc1OC)-c1cc(Nc3ccc(F)cc3)nc(=O)n1CC2	0	1	4	-2	0	4	1	-2	1	-10
CCCCOC(=O)NC1(C)CCS(=O)(=O)C1 (stereo not given)	-6	2	-4	0	0	10	0	6	-1	-2
CCCc1ccc(-c2ccc(F)c(N)c2)nc1	2	1	10	0	0	0	-6	4	-6	5
O=C(c1cccc(Cl)c1)N1CCCC(C(=O)N2CCN(c3ccccc3)CC2)C1 (stereo not given)	10	2	-2	-1	4	9	1	1	-8	-1
CCc1ccccc1NC(=O)CSc1nnc([C@H](CCSC)NC(=O)OC(C)(C)C)o1	-10	0	2	-11	-8	-2	3	5	-7	-2
CCC1=C(OC(=O)N(CC)CC)N2C(=O)OC(=NCCc3c[nH]c4ccccc34)[C@]2(C)[C@H]2C1=CC[C@H]1C(=O)N(CC(=O)OC)C(=O)[C@H]12	-2	3	2	-3	-3	3	0	3	0	-1
O=C(O)C1Cc2ccccc2-c2ccccc2C1	4	-3	-5	-5	9	3	0	1	5	5
COC(=O)c1cc(Sc2c(Cl)cccc2Cl)ccn1	2	-3	0	17	-16	0	3	2	-9	0
CCCN(CCC)S(=O)(=O)c1nc2nc(C)cc(C)n2n1	-5	1	5	4	-1	-1	5	-4	-4	1
COc1ccc([N+](=O)[O-])cc1NS(=O)(=O)c1ccc(C(=O)N2CCCC2)cc1	4	1	-1	7	0	-2	1	-5	3	4
COc1ccc(CC(=O)Nc2ccc(S(=O)(=O)N(C)C3CCN(C)CC3)cc2)cc1	9	-4	0	-4	-1	1	2	-3	2	7
CC(C)Cn1c(N)c(C(=O)COC(=O)c2cnccn2)c(=O)n(C)c1=O	-2	1	-5	1	1	3	-4	1	10	6
CC(=O)C1(O)C(C)CC2C3CC(F)C4(O)CC(O)CCC4(C)C3CCC21C (stereo not given)	7	2	-4	5	0	9	0	-1	0	-6
CCOC(=O)c1ccccc1NC(=O)CSc1nnc(COc2ccccc2C)n1C	-1	-1	-6	-5	-11	-4	2	4	-10	-10

More records follow:
SMILES	TDP2 inh	LEDGF integ inh	NPR2 activator	ABHD4 inh	HTRA1 inh	TCR-CD3 inh	PRMT1 inh	MBD2 DNA inh	rCAG binder	SIAE primary
COc1ccc(C(C)=O)cc1COC(=O)CCNS(=O)(=O)c1ccc(C)c(C)c1	0	2	-2	-3	-5	9	0	-5	-2	-7
COc1ccc(/C=C/C(=O)OCC(=O)Nc2c(C)cccc2C)cc1	-10	2	-5	-3	0	3	-5	2	-4	-2
OCc1nc2ccccc2n1CCCOc1ccc(Br)cc1	-3	-3	-19	-13	-13	-1	-2	-5	-1	11
COC(=O)c1cccc(NC(=O)c2ccc3c(c2)C(=O)N(Cc2cccnc2)C3=O)c1C	0	0	-3	-1	2	-10	4	7	-3	1
Cc1ccc(Cn2ccsc2=NC(=O)COC(=O)c2ccc(O)cc2O)cc1	-14	-4	1	-25	-33	-5	2	-4	5	-12
CCC(C)Sc1cccc(-c2nc3cc(C)ccn3c2NCc2ccccc2)c1 (stereo not given)	-8&-8	1&-1	0&9	29&26	-1	-6&-4	7&0	7&0	10&5	2&6
Nc1nonc1-n1nnc(C(=O)N/N=C/c2ccco2)c1CSc1ccccc1	-5	2	-1	4	-2	7	8	-3	16	-13
CCNC(=O)NC(=O)C(C)OC(=O)CCCSc1nc2ccccc2s1 (stereo not given)	6	3	-5	-5	-2	3	0	1	-6	1
CC(=O)Nc1cc2c(cc1NC(=O)Cn1nc(-c3ccc4c(c3)OCCO4)ccc1=O)OCCO2	0	3	-3	4	0	0	2	3	-1	-2
CN(C(=O)CN1C(=O)/C(=C/c2ccc(F)cc2)SC1=S)C1CCS(=O)(=O)C1 (stereo not given)	8	3	-8	1	-12	0	3	1	2	-8
COc1cc(Br)c(C(=O)c2nccc3cc(OC)c(OC)cc23)cc1OC	91*	15*	-8	4	12	-1	-1	14*	-2	-4
O=C1CC(N2CCC(O)(c3ccc(Br)cc3)CC2)C(=O)N1c1ccc(Cl)cc1 (stereo not given)	14	-1	1	5	-1	-4	33*	-5	-1	-1
Cc1csc(Sc2nc3c(c(=O)[nH]c(=O)n3C)n2Cc2ccccc2Cl)n1	-3	-2	-1	-1	2	-2	2	-2	-2	0
O=C(CSc1nnc(COc2ccccc2)n1Cc1ccco1)Nc1ccc2c(c1)OCCO2	-5	0	0	-1	-5	1	-1	5	-4	5
Cc1ccc2nc(-c3ccccc3)c(CN3CCOCC3)n2c1	-4	-2	3	2	5	4	0	-4	-3	0
COC(=O)c1cn(Cc2ccc(C(F)(F)F)cc2)cc(F)c1=O	-8	3	-4	0	8	7	0	-2	0	1
NC(=O)c1c(NC(=O)c2cccs2)sc2c1CCCCCC2	-4	1	-1	-8	-25	-4	2	1	16	-3
CCc1nnc(NC2=NCCC2)s1	9	1	-3	-6	-3	-5	3	1	-1	-1
CCN1CCCC1CN=Cc1c(O)n(-c2ccccc2)c(=O)c2ccccc12 (stereo not given)	-4	-4	-2	5	1	-9	2	-1	1	0
COc1cccc(-c2nc(-c3ccc(C(=O)O)cc3)no2)c1	-4	5	-1	-4	-2	7	1	3	2	-7
O=C(NCc1cccs1)c1noc2c1CCCCC2	-11	-1	3	-2	5	2	-1	-1	-4	0
CCc1cc(-c2nnn(CCC3COCCO3)c2CC)cc(CC)c1-c1cn(Cc2ccccc2)nn1 (stereo not given)	-12	4	0	-3	-8	3	-2	-3	2	-5
COC(=O)c1cc2c(c3c4cc(OC)ccc4n(S(=O)(=O)c4ccc(OC)cc4)c13)C(=O)N(C)C2	-1	0	4	-7	.	-4	1	3	12	-1
CCc1ccc(-c2cc(C)no2)cc1S(=O)(=O)N1CCCN(Cc2ccc(F)cc2)C1	-3	3	-4	-11	-24	-9	-6	1	-1	-7
CC1(C)C(=O)OC(c2c(F)c(F)c(F)c(F)c2F)C2(CCCCC2)C1=O (stereo not given)	5	2	0	2	-2	6	-1	-5	-3	3

3 structures out of the list, sorted by length of the SMILES, rising.
SMILES	TDP2 inh	LEDGF integ inh	NPR2 activator	ABHD4 inh	HTRA1 inh	TCR-CD3 inh	PRMT1 inh	MBD2 DNA inh	rCAG binder	SIAE primary
COC(=O)c1cn(Cc2ccc(C(F)(F)F)cc2)cc(F)c1=O	-8	3	-4	0	8	7	0	-2	0	1
Cc1ccc(Cn2ccsc2=NC(=O)COC(=O)c2ccc(O)cc2O)cc1	-14	-4	1	-25	-33	-5	2	-4	5	-12
CC(=O)Nc1cc2c(cc1NC(=O)Cn1nc(-c3ccc4c(c3)OCCO4)ccc1=O)OCCO2	0	3	-3	4	0	0	2	3	-1	-2

Continuation:
SMILES	TDP2 inh	LEDGF integ inh	NPR2 activator	ABHD4 inh	HTRA1 inh	TCR-CD3 inh	PRMT1 inh	MBD2 DNA inh	rCAG binder	SIAE primary
CCOC(=O)C1CCN(Cc2cc(C(C)(C)C)c(O)c(C(C)(C)C)c2)CC1	-5	-1	0	-4	-7	6	1	8	-13	16
C[N+]1(CC2COC3(CCCCC3)O2)CCCC1 (stereo not given)	-8	-2	0	-9	-6	1	3	10	-3	3
Cc1cccc(C)c1NC(=O)C1(NC(=O)Cn2cccc([N+](=O)[O-])c2=O)CCCCC1	-3	-3	1	3	2	-2	3	3	2	-2
CN(C1CCCCC1)S(=O)(=O)c1ccc(-n2cnnn2)cc1	-1	-1	-3	3	-1	-3	1	4	-4	-4
C[C@H]1CN([C@@H](C)CO)S(=O)(=O)c2ccc(Br)cc2O[C@H]1CN(C)C(=O)Cc1ccccn1	-9	-3	-4	4	6	-5	1	-2	4	-1
N/C(CN1CCCC1=O)=N\OC(=O)c1ccccc1Cl	-6	-3	-1	-7	3	1	4	4	1	3
Cc1ccc(C(=O)NCCN2C3=NC[C@H](C)N3C[C@H]2Cc2ccc(O)cc2)cc1Br	-2	0	-6	-1	-3	-6	4	4	11	3
CCCCc1ccc(-c2csc(/C(C#N)=C/c3ccc(C)o3)n2)cc1	12	4	-2	-1	-13	-7	5	-6	33	2
Cc1c(C(=O)NC2CC(=O)N(c3ccc4c(c3)OCCO4)C2)cccc1[N+](=O)[O-] (stereo not given)	-19	1	-2	-5	-5	-6	-4	-3	1	-5
CC(C)N(Cc1nc(-c2ccccc2)no1)S(=O)(=O)c1ccccc1	-1	2	-1	-8	-8	-12	2	3	0	4
Cc1ccc(S(=O)(=O)N2[C@@H](CO)CO[C@H]2CC(=O)c2ccc(F)cc2)cc1	8	2	2	2	.	-6	4	0	-1	1
COc1ccccc1N(C)S(=O)(=O)c1ccc(C(=O)OCC(=O)NCc2cccs2)cc1	-9	2	2	0	-7	-5	-1	-1	1	-1
O=c1[nH]c(/C=C/c2ccccn2)nc2ccccc12	8	-2	-7	8	2	3	-1	0	1	-6
CN(C)/C=C1\N=C(c2ccccc2)OC1=O	-2	0	1	5	-8	-2	8	-3	-3	6
CC(C)CC(=O)Nc1ccc2c(c1)OCO2	1	-10	1	0	6	-6	5	2	-5	-2
O=C(NCc1ccccc1)c1cc(C2CCCN(C(=O)C3CC3)C2)on1 (stereo not given)	-1	-2	-4	2	.	-3	2	3	-2	5
CCc1nc(CN2CCCC(C(=O)c3ccc4c5c(cccc35)CC4)C2)c(C)[nH]1 (stereo not given)	-6	4	-2	1	-13	2	-3	2	9	-1

Bioassay records: PubChem, several laboratories
